# Compound activity: PubChem, Vanderbilt High Throughput Screening Facility
# ROMK mod: ROMK potassium channel modulators, primary screen, cell-based, thallium flux, MLSMR library. hit rate 2% among 130,000. B-score at 10 µM. Tet-inducible ROMK, thallium flux fluorescence; actives lie on both sides. ATP-sensitive inward rectifier potassium channel 1 (Homo sapiens), P48048;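 active means signal ratio slope over the read window, or its plate-corrected B-score, at least 3 SD from the plate mean, either direction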;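 further: B-score of the F/F0 ratio slope over 7 to 12 s after thallium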
# Target sequence (P48048 whole entry, looked up): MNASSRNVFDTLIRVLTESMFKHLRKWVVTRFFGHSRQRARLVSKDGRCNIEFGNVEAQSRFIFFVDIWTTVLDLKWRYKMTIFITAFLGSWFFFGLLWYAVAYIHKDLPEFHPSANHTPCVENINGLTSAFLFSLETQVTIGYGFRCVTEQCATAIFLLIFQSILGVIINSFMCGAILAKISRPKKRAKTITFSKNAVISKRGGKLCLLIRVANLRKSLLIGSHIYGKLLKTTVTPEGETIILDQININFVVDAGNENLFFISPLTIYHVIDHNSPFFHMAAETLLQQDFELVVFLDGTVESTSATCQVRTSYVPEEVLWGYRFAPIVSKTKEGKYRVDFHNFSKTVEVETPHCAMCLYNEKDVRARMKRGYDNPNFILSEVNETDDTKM
# * hit, by the source's call.
SMILES,ROMK mod
OC(CNC1Cc2ccccc2C1)COc1ccc(Cl)cc1 (stereo not drawn),-5.3*
COc1cc(SC)ccc1C(=O)NCCN1CCOCC1,-0.97
CSc1n[nH]c(-c2ccc(C(F)(F)F)cc2)n1,-0.45
CC(C)(C)C(=O)NC(=S)Nc1ccc(C(F)(F)F)cc1,-0.26
COC(=O)/C=C1\S/C(=N/N=C/c2ccc(Cl)cc2)NC1=O,0.23
COC(=O)c1sccc1Oc1ccc(Cl)cc1N1C(=O)CCC1=O,-0.081
C=CCn1c(-c2ccc3ncccc3c2)n[nH]c1=S,1.2
FC(F)(F)c1ccc(-n2cn[nH]c2=S)cc1,-1.2
Clc1ccccc1CN1CCN(/N=C/C=C/c2ccco2)CC1,-0.17
Cc1cccc(NC(=S)NC(C)C(c2cccs2)N2CCN(C)CC2)c1C (stereo not drawn),-0.88
Nc1ncnc(Nc2cccc(F)c2)n1,0.6
OC(COc1ccc(Cl)cc1)CN1CCN(c2cccc(Cl)c2)CC1 (stereo not drawn),-0.68
O=C(/C=C1\SC(=O)NC1=O)Nc1ccc(C(=O)O)cc1,-0.049
O=C(Nc1cc(F)c(Br)cc1F)c1ccc(Cl)cc1,0.11
Cn1cccc1CC(=O)N/N=C/c1ccc(C(C)(C)C)cc1,-0.37
COc1ccc(CCNC(=O)CSc2nc(O)cc(=O)[nH]2)cc1OC,0.9
COC(=O)c1scc(C)c1NC(=O)/C=C/C(=O)O,-0.39
O=C(Cn1nnc(-c2cccs2)n1)NNC(=O)c1ccccc1Cl,2.5
Cc1nc(N2CCOCC2)[nH]c(=O)c1[N+](=O)[O-],-0.15
CC(=O)NC(=S)Nc1ccc(NC(=S)NC(=O)/C=C/c2ccco2)cc1,1.4
CCCC(=O)NNC(=O)CC(=O)Nc1ccccc1C(=O)O,0.19
O=C1CNC(=S)N1CCc1ccc(O)c(O)c1,-1.2
CCCCCCCC(=O)N1c2ccccc2NC(=O)C1CC(=O)Nc1ccc(C(=O)O)cc1 (stereo not drawn),0.42
CC(/C=N/NC(=O)c1cc(C2CC2)[nH]n1)=C\c1ccccc1,1.5
COc1ccc(Cn2cnc([N+](=O)[O-])c2)cc1[N+](=O)[O-],0.69
CCCN(c1ccc(C)cc1)c1nc(=O)c2cccnc2s1,0.19
O=C(Nc1nc2ccsc2c(=O)s1)c1ccc(F)cc1Cl,-0.3
COc1ccc(CC(=O)NNC(=S)NCC2CC2)cc1OC,0.66
O=C(O)c1ccc(N/N=C/c2cn(Cc3ccccc3F)c3ccccc23)cc1,0.43
Nc1c(C(=O)OCC(=O)NCc2ccccc2)[nH]c(=O)[nH]c1=O,-0.24
CCOC(=O)CSc1nc(C)c(Oc2ccc(Cl)cc2Cl)c(=O)[nH]1,-0.13
COc1ccc(OC)c2c(=O)cc(C(=O)O)[nH]c12,-0.087
CN(C)c1cccc(N(C)C)c1CNC(=O)C(C)(C)C,-0.57
COc1cc(C2C(C(=O)c3ccc(C)o3)=C(O)C(=O)N2c2cc(C)on2)cc(OC)c1OC (stereo not drawn),-0.18
CCOc1ccc(NC(=O)CC2C(=O)N(c3cccc(OC)c3)C(=O)N2CCOC)cc1 (stereo not drawn),1.5
COc1ccc(/C=N/NC(=O)c2cccc(Br)c2)cc1CN1CCOCC1,-0.23
S=c1[nH]nc(C(c2ccccc2)C2CCCCC2)o1 (stereo not drawn),1.3
Cn1nc(-c2ccccc2)cc1NC(=O)Nc1ccccc1F,0.92
Cc1nc2c(c(=O)n1CC1CCCO1)c1nc3ccccc3nc1n2CC(C)C (stereo not drawn),0.71
CCc1nn(CC(=O)NCCCN(CC)CC)c(=O)c2cc3sc(C)cc3n12,-0.05

# 2 entries picked at random from the list so far:
SMILES,ROMK mod
Cn1nc(-c2ccccc2)cc1NC(=O)Nc1ccccc1F,0.92
CCOC(=O)CSc1nc(C)c(Oc2ccc(Cl)cc2Cl)c(=O)[nH]1,-0.13

# Next part
SMILES,ROMK mod
CC(=O)Nc1ccc(Nc2cc(C(C)C)nc3c(-c4ccccc4)c(C)nn23)cc1,0.0044
CCCCCCCCCCCCOC(=O)C[N+](C)(C)C,-3.8*
CCOC(=O)Cc1c[nH]c(=S)[nH]c1=O,0.16
O=C(c1ccccc1)N1CCN(S(=O)(=O)c2ccccc2)CC1,0.37
O=C(O)CN1C(=O)S/C(=C\c2cccnc2)C1=O,-0.62
CCn1c(SCC(=O)c2ccccc2)nc2sc3c(c2c1=O)CCN(C)C3,-2.7
COc1ccccc1-n1c(SCC(N)=O)nc2sc3c(c2c1=O)CCC3,2
COc1ccc(-c2nc(-c3cccnc3)no2)cc1,1.5
Cc1csc2nc(NC(=O)c3ccccc3)sc(=O)c12,0.03
COc1ccc2c(CCNC(N)=S)c[nH]c2c1,-0.14
CN(CC1CCCO1)S(=O)(=O)c1ccc(C(=O)Nc2nccs2)cc1 (stereo not drawn),0.38
NNC(=O)c1oc2nc(-c3ccccc3)cc(-c3ccco3)c2c1N,-1.2
O=C(CC1NC(=S)NC1=O)c1ccc(Cl)cc1 (stereo not drawn),-0.16
S=C1Cc2ccccc2N1,0.91
CCN(CC)c1ccc(/C=N/N2CCN(Cc3ccccc3Cl)CC2)c(O)c1,0.23
CCOC(=O)C1=C(C)N(c2ccccc2)C(=O)/C1=C\c1ccc(O)c(OC)c1,0.031
CSC1=C(C#N)C(=O)NC(c2ccccc2O)S1 (stereo not drawn),-4.2*
Cc1nc(S/C(=C\c2ccc(-c3ccc(C(=O)O)c(Cl)c3)o2)C(=O)O)n[nH]1,-0.56
CC(C)(C)C(=O)NNC(=O)c1ccc(Oc2cc(Cl)cc(Cl)c2)o1,0.22
Nc1nccnc1C(=O)N/N=C/c1ccco1,0.19
COC(=O)c1csc(S(=O)(=O)N2CCCCC2)c1OC,0.54
O=C(CN1C(=O)COc2ccc(S(=O)(=O)N3CCCC3)cc21)NCc1ccccn1,0.31
COc1ccc(S(=O)(=O)n2nc(-c3ccc(Cl)cc3)cc2N)cc1,0.0029
Cc1cccc(CN2C(=O)c3ccccc3Sc3ccc(C(=O)O)cc32)c1,-0.18
CC(C)S(=O)(=O)c1csc(C(=O)Nc2ccc(F)cc2)c1N,-1.1
COc1ccc(N(C)C(=O)c2oc(=O)c3ccccc3c2-c2ccc(C)cc2)c(OC)c1,-0.75
C[N+](C)=C1SCC(C)(/C=N/O)S1 (stereo not drawn),0.63
O=C1C2C3CC(C(Br)C3Br)C2C(=O)N1CC1CCCO1 (stereo not drawn),-1.1
O=C(Nc1nc2n(n1)C(c1ccc(F)cc1)CC(c1ccccc1)N2)c1ccco1 (stereo not drawn),-1.6
COc1ccc(OC)c(CN(CCN2CCOCC2)S(=O)(=O)c2ccc(NC(C)=O)cc2)c1,0.95
O=C(O)COc1ccccc1/C=N/NC(=O)CN1CCN(S(=O)(=O)c2ccc(Br)cc2)CC1,1.4
COc1ccc(N2CCN(C(c3ccc4ncccc4c3)c3nnnn3C(C)C)CC2)cc1 (stereo not drawn),0.18
COC(=O)c1cc(CSC(=N)N)ccc1OCCC(C)C,-1.5
COc1ccc(N/C=C/C(=O)c2ccc(OC)c(OC)c2)cc1,-0.013
CCCC/C(O)=C1\C(=O)CCCC1=NCCc1c(C)[nH]c2ccccc12,-0.7
CCC(C)NC(=O)CN(c1cc(C)cc(C)c1)S(=O)(=O)c1c(C)[nH]c(=O)[nH]c1=O (stereo not drawn),-1.2
COC(=O)c1cc(Nc2cc(C)c3ccc(O)cc3n2)cc(C(=O)OC)c1,0.21
CCNC(=S)/N=C(/Nc1ccccc1)Nc1nc(C)cc(C)n1,0.14
Nc1c(C(=O)N/N=C/c2ccccc2)cnn1-c1ccccc1,-0.16
Cc1cc(C)c2[nH]c(O)c(N=NC3=NC(=O)CS3)c2c1,1.3
O=C(O)/C=C/C(=O)NCc1csc2ccccc12,0.87
COC(=O)[C@H](CCSC)NC(=O)Nc1cc(OC)cc(OC)c1,-1.7
Cc1ccccc1NNC(=O)C(=O)NNc1ccccc1C,-1.3
CCOC(=O)c1nnsc1-c1ccc(-c2snnc2C(=O)OCC)cc1,-0.12
Cc1ccc2nc(NCc3ccccc3)c(C#N)cc2c1,1.1
O=C(NCCC1CC1(Cl)Cl)Nc1ccccc1 (stereo not drawn),-0.11
COc1ccc(CCNC(=O)C23CCC(C)(C(=O)C2Br)C3(C)C)cc1OC (stereo not drawn),1.4
CCOC(=O)Nc1ccc(C(=O)/C=C/c2ccccc2)cc1,0.35
COc1cccc(C(c2c(N)n(C)c(=O)n(C)c2=O)C(C)[N+](=O)[O-])c1 (stereo not drawn),-0.025
COc1cc(/C(C)=N\NC(=O)CSc2nc3ccccc3n2C)ccc1O,-0.86

# (cont.)
SMILES,ROMK mod
Cc1ccc(C2Nc3ccccc3C(=O)N2CCN2CCNC2=O)cc1 (stereo not drawn),-0.58
Cc1n[nH]c(C)c1CCC(=O)N/N=C/c1c[nH]c2ccccc12,-2.1
Cn1c(=O)[nH]c(=O)c2c1nc(Br)n2C/C=N/NC(N)=S,-0.55
O=C(NNc1nc2ccccc2o1)c1ccccc1,-1.1
Nc1nc(-c2cc3ccccc3o2)cs1,-0.0099
Cc1ccc([N+](=O)[O-])c(C(=O)N/N=C/c2cccs2)c1,-0.65
CCN(CC)CCOC(=O)c1ccc(N/C=C(/C#N)c2nc(-c3ccc(OC)cc3)cs2)cc1,1.4
O=C(NCc1ccc(F)cc1)C1CCC(CNc2c(N3CCOCC3)c(=O)c2=O)CC1 (stereo not drawn),0.88
O=S(=O)(c1cccc(-c2csc(-c3cccnc3)n2)c1)N1CCOCC1,0.89
Cc1cccn2c(=O)c(/C=N/O)c(Nc3ccccc3F)nc12,0.42
O=C(Nc1ccc(F)cc1)C1CCCN1S(=O)(=O)c1cccc2nsnc12 (stereo not drawn),-0.00068
COc1ccccc1NC(=S)NC(C)C(c1cccs1)N1CCOCC1 (stereo not drawn),-0.21
O=C(NC(Cc1c[nH]c2ccccc12)C(=O)O)/C(=C/c1ccc(F)cc1)NC(=O)c1ccccc1 (stereo not drawn),0.95
N#CCC(=O)N/N=C/c1ccc(Cl)cc1,0.025
O=C(Nc1cccnc1)c1cc([N+](=O)[O-])ccc1Cl,-0.1
CC1(C)C2CCC1(C)C(OC(=O)C[n+]1ccccc1N)C2 (stereo not drawn),-2.7
CCOC(=O)C(=N/O)/C(C)=N/NC(=O)C(=O)Nc1ccc(Cl)cc1,-0.89
Cc1ccc2c(c1)C(=C(C#N)C#N)C(=O)N2CCN1CCOCC1,2.5
CC1CCCCC1NC(=O)CN(C)S(=O)(=O)c1cccc2cccnc12 (stereo not drawn),0.0096
CC1(c2ccccc2)O[C@@H]2C[C@H]3[C@@H]4CCC5=CC(=O)C=C[C@]5(C)[C@@]4(F)[C@@H](O)C[C@]3(C)[C@]2(C(=O)CO)O1 (stereo partly drawn),0.75
COc1ccc(-c2ccnc(-c3ccncc3)n2)cc1,2.1
CCNC(=S)N1CCC(C(N)=O)CC1,0.032
COc1ccc(/C=N/NC(=O)c2ccccc2O)cc1COc1ccccn1,-0.17
O=C(O)CC1(CC(=O)Nc2cc(C(F)(F)F)cc(C(F)(F)F)c2)CCCCC1,0.89
O=C(N/N=C/c1cc(Br)cs1)c1ccc2c(c1)OCCO2,-0.28
Cc1ccc(C2Nc3ccccc3C(=O)N2CCCN2CCOCC2)cc1 (stereo not drawn),-1.7
C/C(=N/NC(=O)c1cc(-c2ccc(Cl)s2)[nH]n1)c1ccco1,-0.03
Cc1ccc(S(=O)(=O)n2nc(-n3c(C)ccc3C)c3c(F)cccc32)c2ccccc12,-0.027
O=C(Nc1nc(-c2ccccc2)ns1)c1ccncc1,0.057
Cc1ccc(C)c(CSC2=NN3CCCC(=O)N=C3S2)c1,-0.053
CC(/C=C/c1ccco1)=N/NC(=O)c1ccc(C)nc1,0.36
CC1SCC(=NOCc2c(Cl)cccc2Cl)CS1 (stereo not drawn),-1.4
O=C(Cc1ccccc1)N/N=C/c1ccc(S(=O)(=O)O)o1,-0.15
CCOC(=O)C1=C(c2ccccc2)Nc2ncnn2C1c1cccc(O)c1 (stereo not drawn),0.0076
Cc1ccc(/C=N/NC(=O)C(O)c2ccccc2)o1 (stereo not drawn),1.1
COc1ccc(-c2nc(-c3cccs3)no2)cc1,-0.25
CC(=O)Nc1ccc2c(c1)CCCC2=O,0.32
CCCNc1nc(Cl)nc(NCc2cccnc2)n1,-1.5
O=c1cnnc(N/N=C/c2ccccn2)[nH]1,0.068
NNC(=O)c1cc2cc(OC(F)(F)F)ccc2[nH]1,0.035
S=C(NCc1ccco1)Nc1cccc(Cl)c1Cl,0.0063

# Given with the structure last: part of the list above.
ROMK mod	molecule
-1.5	CCCNc1nc(Cl)nc(NCc2cccnc2)n1
0.068	O=c1cnnc(N/N=C/c2ccccn2)[nH]1
0.035	NNC(=O)c1cc2cc(OC(F)(F)F)ccc2[nH]1

# Entries above containing a CF3 group:
SMILES,ROMK mod
CSc1n[nH]c(-c2ccc(C(F)(F)F)cc2)n1,-0.45
CC(C)(C)C(=O)NC(=S)Nc1ccc(C(F)(F)F)cc1,-0.26
FC(F)(F)c1ccc(-n2cn[nH]c2=S)cc1,-1.2
O=C(O)CC1(CC(=O)Nc2cc(C(F)(F)F)cc(C(F)(F)F)c2)CCCCC1,0.89
NNC(=O)c1cc2cc(OC(F)(F)F)ccc2[nH]1,0.035

# An excerpt. The share of hits here may be higher or lower than overall.
